# ANO1 block – inhibitors of mouse TMEM16A calcium-activated chloride channel; normalized B-score (activity score, 25-100; higher = stronger inhibition) at 10 µM; 310,000 compounds, 1.2% hits; HEK293 TMEM16A/YFP iodide influx fluorescence, ionomycin; Q8BHY3;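 active means ratio plate-corrected score three or more library SD toward inhibition, starting fluorescence score within five deviations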;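 further: score derived from kinetic fluorescence span divided by baseline fluorescence per well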
# RGS4 block – human RGS4 inhibition. P49798. HEK293 M3R/RGS4 inducible, Fluo-4 calcium flux; stronger effect = higher value; triggered by carbachol at its EC20. B-score at 10 µM. 310,000 compounds, 0.45% hits. AID 463165;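 active means B-score, a plate-corrected calcium signal, over three deviations above library mean, with baseline fluorescence within five deviations of library mean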;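 further: RGS4 expression induced by doxycycline in cells with stable M3 receptor; B-score is computed from the integrated fluorescence ratio over baseline after carbachol; higher B-score means a larger calcium signal and so more RGS4 inhibition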
# KCNK9 block – human KCNK9 channel inhibition | HEK293 KCNK9, FluxOR thallium flux fluorescence; stronger effect = lower value | B-score at 10 µM | 310,000 compounds, 1.2% hits | AID 488922;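 active means ratio B-score over 3 SD below the library mean, with starting fluorescence within 5 SD of its mean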;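 further: negative B-score means less thallium flux so channel inhibition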
# MrgX1 allo act – allosterically activates human MrgX1 receptor signaling; Q96LB2; MrgX1-HEK293, Fluo-4 calcium flux, FDSS; stronger effect = higher value; 310,000 compounds, 0.63% hits; B-score at 10 µM; AID 588675;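 active means plate-corrected calcium response at least 3 library SD above typical, normal starting fluorescence, not activating the receptor alone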;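 further: compound read alongside a low EC10 to EC30 dose of BAM8-22 agonist; peak minus trough fluorescence over baseline measured at the second addition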
# MrgX1 ag – activates human MrgX1 receptor signaling | MrgX1-HEK293 cells, Fluo-4 calcium fluorescence, agonist mode; stronger effect = higher value | B-score at 10 µM | 310,000 compounds, 0.44% hits;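 active means calcium response B-score plate-corrected fluorescence ratio at least 3 library SD, with starting fluorescence B-score inside 5 SD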
#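 Assay system: MrgX1-expressing HEK293 cells / Amount: fifteen thousand cells per well / Doses: test compound in the initial addition of three / Timing: cells plated overnight, dye loaded 0.5 h 37 °C, 0.5 h room temperature / Technique: kinetic calcium dye fluorescence, Fluo-4 NW / Control set: positive and negative controls per plate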
# KCNQ1 act – potentiates or activates the human KCNQ1 potassium channel. B-score at 10 µM. 310,000 compounds, 0.35% hits. CHO-K1 KCNQ1, thallium flux FluxOR fluorescence; stronger effect = higher value. P51787;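 active means fluorescence ratio B-score, a plate-corrected score, at least three library SD, with initial intensity B-score within 5 SD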
#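 Assay system: CHO-K1 cells stably expressing KCNQ1. Medium: assay buffer for compound exposure, DMSO matched across wells. Timing: 37 °C overnight plating, 90-min dark dye load, 20-min compound pretreatment. Signal: kinetic FluxOR fluorescence, 10 s baseline plus 110 s post-stimulus.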
# RGS4 act – potentiators or activators of RGS4 | B-score at 10 µM | AID 463111 | 310,000 compounds, 0.92% hits | HEK293 M3R/inducible RGS4, carbachol calcium flux Fluo4; stronger effect = lower value;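 active means B-score of the integrated calcium signal more than 4 SD below the library mean, with starting fluorescence not abnormally high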;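 further: negative B-score means reduced calcium response which marks RGS4 activation or potentiation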
#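 Assay system: HEK293 FlpIn-TREx cells, stable M3R, doxycycline-inducible RGS4 / Probe or stimulus: carbachol, ECmax concentration / Times: overnight RGS4 induction, 30 min dye load 37 °C, 20 min compound RT / Signal: kinetic calcium fluorescence imaging with Fluo4-AM dye, 2 µM / Measure: Agonist-evoked peak-minus-minimum fluorescence over baseline, integrated ratio, B score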
# hERG rescue – shields human hERG channel from block by proarrhythmic agents; AID 1511; CHO-hERG, FluxOR thallium flux, dofetilide IC70 present; Q12809; 310,000 compounds, 0.51% hits; activation (rescue from dofetilide block), less the hit threshold, % at 10 µM;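 active means activation above the mean of controls blocked by dofetilide plus 5 SD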;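 further: thallium influx through hERG after potassium depolarization seen as dye fluorescence rise; in these data hits start at about 4.7%; inactives centre near -7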
# Target sequence (Q12809 whole entry, looked up): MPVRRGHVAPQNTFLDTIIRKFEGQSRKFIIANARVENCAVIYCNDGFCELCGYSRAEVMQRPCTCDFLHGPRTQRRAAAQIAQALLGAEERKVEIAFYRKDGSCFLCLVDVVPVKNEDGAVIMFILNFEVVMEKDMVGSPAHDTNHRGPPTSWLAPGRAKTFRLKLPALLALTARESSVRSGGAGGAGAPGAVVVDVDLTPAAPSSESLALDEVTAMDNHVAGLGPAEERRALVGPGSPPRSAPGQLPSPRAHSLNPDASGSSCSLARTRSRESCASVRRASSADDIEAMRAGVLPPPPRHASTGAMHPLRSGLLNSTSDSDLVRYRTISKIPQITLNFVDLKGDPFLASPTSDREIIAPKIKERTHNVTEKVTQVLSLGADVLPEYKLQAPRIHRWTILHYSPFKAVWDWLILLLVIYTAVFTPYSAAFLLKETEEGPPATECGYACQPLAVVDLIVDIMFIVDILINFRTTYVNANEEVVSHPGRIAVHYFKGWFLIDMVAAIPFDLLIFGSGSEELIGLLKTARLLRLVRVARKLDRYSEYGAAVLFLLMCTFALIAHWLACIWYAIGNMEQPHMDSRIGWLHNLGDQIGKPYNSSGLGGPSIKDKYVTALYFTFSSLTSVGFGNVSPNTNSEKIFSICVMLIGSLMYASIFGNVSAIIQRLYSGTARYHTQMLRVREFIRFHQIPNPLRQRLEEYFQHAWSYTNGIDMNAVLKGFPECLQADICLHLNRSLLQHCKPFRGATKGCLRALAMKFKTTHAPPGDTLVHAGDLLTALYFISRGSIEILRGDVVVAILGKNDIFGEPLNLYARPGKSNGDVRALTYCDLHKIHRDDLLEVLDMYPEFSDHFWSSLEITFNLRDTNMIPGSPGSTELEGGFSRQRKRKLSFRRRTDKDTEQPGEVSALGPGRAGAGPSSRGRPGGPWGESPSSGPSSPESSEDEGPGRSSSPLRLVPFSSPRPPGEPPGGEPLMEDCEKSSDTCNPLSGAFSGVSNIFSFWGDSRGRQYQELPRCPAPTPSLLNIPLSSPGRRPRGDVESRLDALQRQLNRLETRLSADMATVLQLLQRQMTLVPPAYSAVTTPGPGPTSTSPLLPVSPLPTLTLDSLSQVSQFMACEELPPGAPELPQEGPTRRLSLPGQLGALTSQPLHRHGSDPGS
# KCNQ1 block – human KCNQ1 channel inhibition. P51787. B-score at 10 µM. AID 2642. 310,000 compounds, 1.3% hits. CHO-K1 KCNQ1, FluxOR thallium flux fluorescence; stronger effect = higher value;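 active means compounds whose thallium flux B-score, printed positive for inhibition, exceeds three library SD while starting fluorescence stays within three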;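 further: channel opened by potassium depolarization with thallium stimulus after 20 min compound exposure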
# KCNK3 inh – human KCNK3 channel inhibition, primary screen; O14649; CHO-KCNK3 thallium flux, FluxOR fluorescence; stronger effect = lower value; B-score at 10 µM; 340,000 compounds, 0.84% hits; AID 602410;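 active means B-score under library mean minus 4 SD, starting fluorescence ratio at most library mean plus 5 SD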;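 further: more negative B-score means stronger inhibition of thallium flux through KCNK3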
# ANO1 activ – activators or potentiators of mouse TMEM16A chloride channel. Q8BHY3. HEK293 TMEM16A/YFP-H148Q/I152L, iodide quench fluorescence; stronger effect = lower value. B-score at 10 µM. 340,000 compounds, 0.3% hits. AID 623877;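 active means fluorescence-ratio B-score plate-corrected deviation score at least 3 library SD below zero, with starting fluorescence score within 5 deviations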;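 further: channel opened by trigger with iodide after compound preincubation; score built on the fluorescence ratio of max minus min over baseline; more negative score means more quench and so TMEM16A activation or potentiation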
# Numbers without * were called inactive; i = inactive; nt = no result given.
SMILES,ANO1 block,RGS4 block,KCNK9 block,MrgX1 allo act,MrgX1 ag,KCNQ1 act,RGS4 act,hERG rescue,KCNQ1 block,KCNK3 inh,ANO1 activ
O=C(NCCc1cccc(Cl)c1)c1cc([N+](=O)[O-])ccc1Cl,i,i,i,i,i,i,i,-5,i,i,i
COc1ccc(NC(=O)C2CCCN(S(=O)(=O)c3c(C)n[nH]c3C)C2)c(OC)c1 (centres undefined),i,i,i,i,i,i,i,-9,i,i,i
CCC(=O)Oc1ccc2ccccc2c1CNC(=O)c1ccccc1,i,i,i,i,i,i,i,-5,i,i,i
O=C(COc1ccccc1Cl)NCCCNC(=O)c1ccncc1,i,i,i,i,i,i,i,-5,i,i,i
COC(=O)CCCC1=CC2=C(c3ccccc3)C(=O)C(C)(OC(=O)C3CCCC3)C(=O)C2=CN1Cc1ccco1 (centres undefined),i,i,i,i,i,i,i,-10,i,i,i
Clc1ccccc1CNCc1ccncc1,i,i,i,i,i,i,i,-8,i,i,i
CCOc1ccc(CCNC(=O)CSc2ncn[nH]2)cc1OCC,i,i,i,i,i,i,i,-10,i,i,i
O=C(O)CCNC1C=CS(=O)(=O)C1 (centres undefined),i,i,i,i,i,i,i,-4,i,i,i
Cc1csc(NC(=O)CSc2nccn2C)n1,i,i,i,i,i,i,i,-11,i,i,i
O=C(NC1CC1)c1ccc(NS(=O)(=O)c2ccccc2)cc1,i,i,i,i,i,i,i,-10,i,i,i
CCCC1c2ccc(C)n2CCN1C(=O)Nc1ccccc1Cl (centres undefined),i,i,i,i,i,i,i,-7,i,i,i
CN(C)c1ccc(/C=c2/sc3n(c2=O)NC2(c4ccccc4)N(C)C(=O)N(C)C2(c2ccccc2)N=3)cc1 (centres undefined),i,i,i,i,i,i,i,-12,i,nt,nt
O=C(COC(=O)c1cccs1)NCC1CCCO1 (centres undefined),i,i,i,i,i,i,i,-7,i,i,i
CCOc1ccc2ccccc2c1/C=N\NC(=O)c1ccc([N+](=O)[O-])cc1,i,i,i,i,i,i,i,-1,i,i,i
CCN(CC)S(=O)(=O)c1ccc(-c2nnc(SCC(=O)N3c4ccccc4CC3C)o2)cc1 (centres undefined),i,i,i,i,i,i,i,-4,i,i,i
O=c1c2c(n3cnnc3n1C1CCCCC1)-c1ccccc1CC21CCCCC1,i,i,i,i,i,i,i,-3,i,i,i
COc1ccc(OC(=O)c2cc3ccccc3o2)cc1,i,i,i,i,i,i,i,-7,i,i,i
COc1ccc2cc(C(C)C(=O)NC3CCC(O)CC3)ccc2c1 (centres undefined),i,i,i,i,i,i,i,-12,i,i,i
O=C(Nc1nc2ccccc2n1CCN1CCOCC1)c1cn(-c2ccccc2)nc1-c1ccccc1,i,i,i,i,i,i,i,-4,i,i,i
C/C(=N\NC(=O)C1CCCC1)c1ccc(Cl)cc1Cl,i,i,i,i,i,i,i,-10,i,i,i
CC(=O)c1ccc(-c2nc3ccccc3n2C)o1,i,i,i,i,i,i,i,-3,i,i,i
O=C(c1ccco1)N1CCN(C(=S)NC2CC3CCC2C3)CC1 (centres undefined),i,i,i,i,i,i,i,-7,i,i,i
Cc1ccc(S(=O)(=O)N(Cc2n[nH]c(=S)n2-c2ccccc2)c2cccc(Cl)c2)cc1,i,i,i,i,i,i,i,-19,6*,i,i
Cc1ccc(-n2nnnc2SCC(=O)c2ccc3c(c2)NC(=O)CO3)c(C)c1,i,i,i,i,i,i,i,-17,i,i,i

# Results in RGS4 block, RGS4 act and hERG rescue, for some of the entries so far:
SMILES	RGS4 block	RGS4 act	hERG rescue
O=C(Nc1nc2ccccc2n1CCN1CCOCC1)c1cn(-c2ccccc2)nc1-c1ccccc1	i	i	-4
Cc1ccc(S(=O)(=O)N(Cc2n[nH]c(=S)n2-c2ccccc2)c2cccc(Cl)c2)cc1	i	i	-19

# (cont.)
SMILES,ANO1 block,RGS4 block,KCNK9 block,MrgX1 allo act,MrgX1 ag,KCNQ1 act,RGS4 act,hERG rescue,KCNQ1 block,KCNK3 inh,ANO1 activ
Nc1nc(C2C(=O)CCCC2=O)cs1,i,i,i,i,i,i,i,-7,i,i,i
O=c1c2[nH]c3ccc(Cl)cc3c2ncn1Cc1ccccn1,nt,i,i,nt,nt,i,i,-8,i,i,i
COc1ccc(Cl)cc1NC(=O)C/C(C)=N/NC(=O)c1ccccc1Cl,i,i,i,i,i,i,i,-3,i,i,i
O=C(N1CCN(Cc2ccc3c(c2)OCO3)CC1)C(Cl)(Cl)Cl,i,i,i,i,i,i,i,-2,i,i,i
COCCn1c(-c2ccccc2)nc2oc3ccccc3c(=O)c2c1=O,i,i,i,i,i,i,i,-5,i,i,i
Cc1ccc(OCC(=O)N2CCc3ccccc3C2)c(Br)c1,i,i,i,i,i,i,i,-4,i,i,i
O=C(Nc1nc2cc3c(cc2s1)OCCO3)c1ccc([N+](=O)[O-])o1,i,i,i,i,i,i,i,-9,i,i,i
Cc1ccc2nc(N3CC(C)OC(C)C3)nc(-c3ccccc3)c2c1 (centres undefined),i,i,i,i,i,i,i,-8,i,i,i
Clc1cccc(Cl)c1CO/N=C/c1cccs1,i,i,i,i,i,i,i,-10,i,i,i
c1ccc(-c2nn3c(-c4ccco4)nnc3s2)nc1,i,i,i,i,i,i,i,-11,i,i,i
COc1cc(SC)ccc1C(=O)Nc1ccccn1,i,i,i,i,i,i,i,-11,i,i,i
O=C(N/N=C/C=C/c1ccccc1)c1cccc(Br)c1,i,i,i,i,i,i,i,-4,i,i,i

# Compounds above containing two or more sulfur atoms:
SMILES,ANO1 block,RGS4 block,KCNK9 block,MrgX1 allo act,MrgX1 ag,KCNQ1 act,RGS4 act,hERG rescue,KCNQ1 block,KCNK3 inh,ANO1 activ
Cc1csc(NC(=O)CSc2nccn2C)n1,i,i,i,i,i,i,i,-11,i,i,i
CCN(CC)S(=O)(=O)c1ccc(-c2nnc(SCC(=O)N3c4ccccc4CC3C)o2)cc1 (centres undefined),i,i,i,i,i,i,i,-4,i,i,i
Cc1ccc(S(=O)(=O)N(Cc2n[nH]c(=S)n2-c2ccccc2)c2cccc(Cl)c2)cc1,i,i,i,i,i,i,i,-19,6*,i,i

# (listing goes on)
SMILES,ANO1 block,RGS4 block,KCNK9 block,MrgX1 allo act,MrgX1 ag,KCNQ1 act,RGS4 act,hERG rescue,KCNQ1 block,KCNK3 inh,ANO1 activ
CC1(C)CCC(=O)N(c2ccccc2)C1=O,i,i,i,i,i,i,i,-10,i,i,i
FC(F)(F)c1cc(C(F)(F)F)c2ccc(N3CCOCC3)nc2n1,i,i,i,i,i,i,i,-6,i,i,i
Cc1cccc(C)c1NC(=O)CN(C)CC(=O)Nc1ccccc1Oc1ccccc1,i,i,i,i,i,i,i,-10,i,i,i
Cc1ccc(S(=O)(=O)N2CCCC2C(=O)NCc2ccco2)cc1 (centres undefined),i,i,i,i,i,i,i,-2,i,i,i
COc1cc(NC(=O)CN2C(=O)COc3ccc(S(=O)(=O)N4CCCC4)cc32)cc(OC)c1,i,i,-11*,i,i,i,i,-6,i,-11*,i
CCOC(=O)c1cnn(Cc2ccccc2Cl)c1N,i,i,i,i,i,i,i,-14,i,i,i
CCOc1ccccc1C(=O)Nc1cc(C(=O)NCCc2ccccc2)ccc1Cl,i,i,i,i,i,i,i,-4,i,i,i
CCN1C(=O)/C(=C\N2CCN(C)CC2)SC1=S,i,i,i,i,i,i,i,2,i,i,i
CC(C)(C)NC(=O)CN(Cc1ccccc1)S(=O)(=O)c1ccccc1,i,i,i,i,i,i,i,-12,i,i,i
COC(=O)CN(C(=O)CSc1nnc(-c2cccc(OC)c2)o1)c1ccc(OC)cc1,i,i,i,i,i,i,i,-3,i,i,i
CC1NC(=O)NC1CCCCC(=O)O (centres undefined),i,i,i,i,i,i,i,-5,i,i,i
COc1ccc(N2CC(C(=O)Nc3ccc(S(=O)(=O)N4CCOCC4)cc3)CC2=O)cc1 (centres undefined),i,i,i,i,i,i,i,-5,i,i,i
COC(=O)N/N=C(\C)c1ccccc1Br,i,i,i,i,i,i,i,-9,i,i,i
CCOc1[nH]n(-c2ccccc2)c(=O)c1C=NCC(=O)OC,i,i,i,i,i,i,i,-1,i,i,i
CCCS(=O)(=O)c1nc(S(=O)(=O)c2ccc(C)cc2)c(N2CCC3(CC2)OCCO3)s1,i,i,i,i,i,i,i,-5,i,i,i
O=C(c1ccc(C(F)(F)F)cc1)C1CCCN(Cc2cccn2-c2ncccn2)C1 (centres undefined),i,i,i,i,i,i,i,-16,i,i,i
O=C(CCCOc1ccc(Cl)cc1Cl)N/N=C/c1ccc(Cl)cc1,i,i,i,i,i,i,i,-6,i,i,i
CC1CCC(C(=O)NC(C(=O)N2CCN(c3ccccn3)CC2)C(C)C)CC1 (centres undefined),i,i,i,i,i,i,i,-4,i,i,i
O=C(COC(=O)COc1ccc2ccccc2c1)NC1CCCc2ccccc21 (centres undefined),i,i,i,i,i,i,i,-4,i,i,i
CCOc1cnc(-c2ccccc2F)o1,i,i,i,i,i,i,i,-4,i,i,i
CCc1cccc(NS(=O)(=O)c2ccc3c(c2)NC(=O)CO3)c1,i,i,i,i,i,i,i,-13,i,i,i
CCOc1ccccc1NC(=O)c1cnccn1,i,i,i,i,i,i,i,-9,i,i,i
O=C(COC(=O)C(Cc1ccccc1)NC(=O)c1ccco1)NC1CC1 (centres undefined),i,i,i,i,i,i,i,-10,i,i,i
O=C(Nc1cccc(Cl)c1)Nc1ccc2c(c1)C(=O)OC2,i,i,i,i,i,i,i,-6,i,i,i
O=C(Cc1nn[nH]n1)NCc1ccccc1Cl,i,i,i,i,i,i,i,-4,i,i,i
CCOC(=O)c1oc2ccc(Br)cc2c1COC(=O)C1=COCCO1,i,i,i,i,i,i,i,-9,i,i,i
COc1ccc(C(=O)NC(CC(=O)O)c2cc([N+](=O)[O-])ccc2Cl)cc1 (centres undefined),i,i,i,i,i,i,i,-4,i,i,i
COCC(=O)Nc1ccc(S(=O)(=O)NCC2CCCO2)cc1 (centres undefined),i,i,i,i,i,i,i,-5,i,i,i
O=C(NCc1ccncc1)c1ccc(Cl)c(S(=O)(=O)N2CCOCC2)c1,i,i,i,i,i,i,i,-10,i,i,i
